Screens deposited in PubChem BioAssay by several laboratories.
HSP90 refold inh: HSP90 refolding inhibition in rabbit reticulocyte lysate; luciferase refolding luminescence, 3 h; inhibition, % at 5.6 µM; actives 0.91% (n = 290,000);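 active = inhibition above the screen-wide mean plus 3 SD, computed separately per campaign, cut at about 16% in these data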;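 note: 0% = DMSO wells and 100% = 60 µM geldanamycin wells; inhibitors lower the luminescence because luciferase stays unfolded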
Platelet DG rel: modulates dense granule release in human platelets; human platelet-rich plasma, SFLLRN dense granule ATP release, luminescence; inhibition, %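 (compounds screened at 7.5 µM in platelet-rich plasma)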; actives 0.22% (n = 300,000);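 active = mean replicate score, as percent of positive control, at or above 50; inconclusive = mean below 50 but at least one replicate at or above 50; inactive = mean and every replicate below 50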
HIF act: HIF pathway transcriptional activation. U2OS HRE-luciferase reporter, luminescence; normalized: DMSO 0%, desferrioxamine 100%. activation, % at 7.5 µM (by protocol). actives 0.32% (n = 300,000). AID 1910;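 active = mean activation of at least 10% of the iron chelator positive control signal, with at least half of replicates also reaching 10%; inconclusive = mean and replicate majority disagree about reaching 10%; inactive = mean and most replicates under 10%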
AI-2 QS modul: modulates the Vibrio harveyi AI-2 quorum sensing system; Vibrio harveyi JMH597 AI-2 luminescence/OD600 ratio, 9 h; active compounds read low; strain lacks LuxN and CqsS sensors; 0 = neutral-control median; activity change, % at 7.5 µM; actives 0.4% (n = 300,000); in the data active = activity change below about -75%, passing the limit was not always enough; inconclusive = no clear call, values can overlap the other calls;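 note: luminescence divided by OD600 gain over 9 h not by final OD600 alone; inactives centre near 13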
KLF5 inh: suppresses KLF5 promoter-driven expression; DLD-1 KLF5 promoter-luciferase reporter, luminescence; inhibition, % at 5 µM; actives 0.23% (n = 290,000); AID 1700;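 active = inhibition above a per-plate limit of that plate's mean compound inhibition plus 3 SD, cut at about 60% in these data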;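 note: 0% = DMSO wells and 100% = LY294002 at 200 µM; higher means less KLF5 promoter-driven luciferase light; inactives centre near -14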
HSF1 inhib: HSF1 inhibition. activity change, negative = inhibition, % at 7.5 µM (by protocol). actives 0.77% (n = 300,000). AID 2098. NIH3T3-HGL HSE-luciferase, MG132-induced, luminescence 8 h; active compounds read low;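 active = more than half of replicate wells show activity change below -50%, luminescence cut by over half; inconclusive = some wells, but at most half, below -50%; inactive = no replicate well below -50%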;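 note: luciferase reports HSF-1 transcriptional activity via heat shock element; 0% = median of DMSO wells and -100% = zero luminescence signal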
HDAC3 inh: human HDAC3 inhibition; O15379; recombinant HDAC3, fluorogenic peptide/trypsin coupled, fluorescence; inhibition, % at 8.3 µM; actives 0.15% (n = 320,000); in the data active = inhibition above about 26%, passing the limit was not always enough; inconclusive = no clear call, values can overlap the other calls
Target sequence (O15379 whole entry, looked up): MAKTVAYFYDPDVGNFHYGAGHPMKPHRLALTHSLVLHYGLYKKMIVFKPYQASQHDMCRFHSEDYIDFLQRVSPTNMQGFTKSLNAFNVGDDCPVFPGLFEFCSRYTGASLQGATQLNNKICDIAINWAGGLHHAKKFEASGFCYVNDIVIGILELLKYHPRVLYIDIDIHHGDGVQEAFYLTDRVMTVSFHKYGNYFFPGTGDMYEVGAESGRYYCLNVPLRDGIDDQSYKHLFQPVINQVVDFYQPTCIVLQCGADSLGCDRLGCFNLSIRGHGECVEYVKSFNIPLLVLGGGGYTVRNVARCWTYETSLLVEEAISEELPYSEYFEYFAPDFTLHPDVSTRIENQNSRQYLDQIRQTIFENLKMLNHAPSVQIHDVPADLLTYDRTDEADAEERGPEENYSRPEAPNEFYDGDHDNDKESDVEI
aSyn 5UTR inh: 5' untranslated region of α-synuclein, MLPCN primary screen; inhibition, % (tested at 7.5 µM); alpha-synuclein 5'UTR reporter, inhibitor activity; actives 0.82% (n = 300,000); in the data active = inhibition above about 60%; inconclusive = no clear call, values can overlap the other calls;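 note: H4 neuroglioblastoma cells stably carrying SNCA 5'UTR luciferase fusion; 0% = DMSO wells and 100% = positive control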
IEC-6 tox: kills IEC-6 intestinal cells in KLF5 counter-screen; actives 0.78% (n = 290,000); IEC-6 cytotoxicity, luminescence viability; inhibition, % at 5 µM; in the data active = inhibition above about 22%;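 note: 0% = plate median of test compound wells and 100% = cytotoxic reference compound wells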
HSF1 activator: increases HSF-1 driven luciferase reporter signal | NIH3T3-HGL HSF-1 luciferase reporter, MG132, 8 h; 100% = twice DMSO control signal | actives 1.7% (n = 300,000) | AID 504408 | activation, % at 9 µM;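 active = mean replicate activation of at least 50% with a set share of replicates each reaching 50%; inconclusive = only one of those two conditions met; inactive = mean below 50% and too few replicates reaching it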;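 note: 0% = median of the neutral control wells and 100% = twice that signal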
The depositor's hits bear a star; ? = inconclusive; . = no result given.

no. | compound | HSP90 refold inh | Platelet DG rel | HIF act | AI-2 QS modul | KLF5 inh | HSF1 inhib | HDAC3 inh | aSyn 5UTR inh | IEC-6 tox | HSF1 activator
1 | Cc1cc(=O)[nH]c(SCC(=O)Nc2nnc(CC(C)C)s2)n1 | -2 | -4 | -0.3 | -1 | -9 | 0 | 2 | -38 | 0 | 0
2 | CCCN1C(=O)CC(C(=O)OC)=C1C | 1 | 6 | -3.8 | 15 | -19 | -2 | -3 | 8 | 6 | -10
3 | COc1ccc(C2=NN3C(=O)c4c(ccc(OC)c4OC)C3C2)cc1 (stereo unspecified) | -3 | -9 | 0.0 | -6 | -22 | -1 | -2 | -15 | -6 | 26
4 | COc1cc(=O)[nH]c(SCC(=O)Nc2ccc3ccccc3c2)n1 | -2 | -2 | -0.2 | 39 | -1 | 1 | -3 | 29 | 1 | 7
5 | COc1ccc(/C=N\NC(=O)c2nn(C)cc2Cl)cc1CN1CCOCC1 | 3 | 5 | 0.5 | 12 | -9 | -4 | 8 | 3 | -2 | -19
6 | COCCNS(=O)(=O)c1ccc2c(c1)C(=O)c1cc(S(=O)(=O)NCCOC)ccc1-2 | 2 | -1 | -0.4 | 41 | -17 | -5 | 5 | -10 | 0 | -2
7 | COc1ccc(NC(=O)c2ccc(-n3nc(C)c[n+]3[O-])cc2)cc1 | 7 | -5 | 1.1 | 3 | -27 | -6 | . | -17 | 0 | 8
8 | CC(NC(=O)Nc1cccc([N+](=O)[O-])c1)c1ccc2c(c1)OCO2 (stereo unspecified) | -1 | -6 | -0.2 | 25 | -27 | -1 | . | -18 | 1 | 6

Entries above that contain an NH in an aromatic ring, in the order listed:
no. | compound | HSP90 refold inh | Platelet DG rel | HIF act | AI-2 QS modul | KLF5 inh | HSF1 inhib | HDAC3 inh | aSyn 5UTR inh | IEC-6 tox | HSF1 activator
1 | Cc1cc(=O)[nH]c(SCC(=O)Nc2nnc(CC(C)C)s2)n1 | -2 | -4 | -0.3 | -1 | -9 | 0 | 2 | -38 | 0 | 0
4 | COc1cc(=O)[nH]c(SCC(=O)Nc2ccc3ccccc3c2)n1 | -2 | -2 | -0.2 | 39 | -1 | 1 | -3 | 29 | 1 | 7

Further entries
no. | compound | HSP90 refold inh | Platelet DG rel | HIF act | AI-2 QS modul | KLF5 inh | HSF1 inhib | HDAC3 inh | aSyn 5UTR inh | IEC-6 tox | HSF1 activator
9 | CC(=O)Nc1coc2ccc(Br)cc12 | 3 | 13 | 0.2 | 0 | 17 | -1 | 2 | 34 | 3 | -15
10 | Cc1ccc(CCNC(=O)C2CCN(S(=O)(=O)N3CCCC3)CC2)cc1 | 2 | -8 | 0.4 | 27 | -10 | 0 | 1 | -17 | 1 | 0
11 | COc1ccc(/C=C2\C(=O)ON=C2c2ccccc2)cc1 | 3 | 4 | 3.1 | 26 | 1 | 2 | 5 | -1 | 2 | -2
12 | CSc1nnc(-c2ccccc2)c(-c2ccccc2)n1 | 0 | -7 | -0.3 | 20 | -24 | -3 | 8 | 1 | -2 | -11
13 | O=C(NC(=S)Nc1ccccc1N1CCN(C(=O)c2ccccc2)CC1)c1ccccc1F | 4 | -5 | 0.6 | 28 | -8 | -1 | 6 | -3 | -8 | 2
14 | Cc1cc(Cl)ccc1OCCCC(=O)NCCc1nnc2ccccn12 | 6 | -11 | -0.1 | -4 | -44 | -1 | -2 | 14 | 6 | 10
15 | Cn1c(=O)c(=O)n(C)c2cc(S(=O)(=O)N3CCOCC3)ccc21 | -2 | -8 | -0.4 | 10 | 2 | -2 | 0 | -3 | -3 | -6
16 | Cn1c(O)c(C2=c3ccccc3=NC2=O)sc1=Nc1ccc(Cl)cc1 | 7 | -3 | 2.8 | 3 | 6 | -5 | 0 | -93 | 6 | 15
17 | Cn1cccc1-c1nc2ccccc2n1C | 2 | -7 | 0.9 | 13 | -8 | -15 | -26 | -26 | -1 | -33
18 | COC(=O)c1ccc(C(=O)NC2CC(C)(C)Cc3c2cnn3-c2ccc(F)cc2)nc1 (stereo unspecified) | 3 | 10 | 1.4 | 9 | 18 | -1 | 3 | 4 | 13 | -7
19 | Cc1cccc(CN2CCN(Cc3ccc(-n4cccn4)cc3)CC2CCO)n1 (stereo unspecified) | 2 | 2 | 0.1 | 17 | -16 | -5 | -5 | 4 | 6 | -5
20 | Cc1nc2ccc(NS(=O)(=O)c3ccc(F)cc3)cc2s1 | -3 | 3 | -0.6 | 30 | -4 | 1 | 2 | -15 | -10 | 7
21 | CCC(Oc1cc(Cl)ccc1Cl)C(=O)N1CCCN(C)CC1 (stereo unspecified) | 8 | -9 | -0.4 | 7 | -9 | -1 | 10 | -3 | 3 | -17
22 | Cc1[nH]nc2oc(=O)c(CCO)c(C)c12 | 4 | -2 | -0.2 | 28 | -18 | . | 3 | 30 | 4 | .
23 | CCCCn1c(SCC(=O)NC2CCS(=O)(=O)C2)nc2cc(S(N)(=O)=O)ccc21 (stereo unspecified) | 3 | 8 | 0.1 | 22 | 3 | -3 | 6 | -4 | 8 | 1
24 | Cc1ccc(C)c(SCC(=O)c2ccc[nH]2)c1 | 5 | 2 | 1.6 | -7 | -6 | 2 | 1 | -42 | 4 | 16
25 | CCCNC(=O)C1Cc2cc(S(=O)(=O)N3CCCC3)ccc2N1C(C)=O (stereo unspecified) | -4 | 5 | -0.1 | 27 | -18 | -4 | -7 | 1 | -7 | 8
26 | CC(=O)N1CSCC1C(=O)O (stereo unspecified) | -3 | 15 | -0.2 | 0 | 3 | -16 | 2 | 6 | -8 | -1
27 | Cc1cc(C)nc(Sc2c(C)n[nH]c2C)n1 | -3 | 10 | -0.4 | 20 | -26 | -6 | -5 | 13 | 3 | -15
28 | CN1CCN(c2ccc(NC(=O)CSc3nnnn3-c3ccccc3Cl)cc2)CC1 | 1 | -22 | 1.3 | 33 | -24 | -4 | 0 | -16 | 19 | 9
29 | Cc1ccccc1C(=O)NNC(=O)C1CCN(C(=O)Nc2ccccc2)CC1 | . | -1 | -0.1 | 3 | . | -3 | 6 | -3 | . | 6
30 | COC(=O)c1ccc(COc2ccc(C=O)cc2)o1 | 0 | 11 | 1.1 | 4 | -30 | -2 | 0 | -25 | 0 | 4
31 | O=C(Nc1ccccc1)/C(=C/c1ccccc1)NC(=O)c1ccco1 | 2 | -2 | 0.1 | 4 | 8 | -7 | -8 | 3 | 7 | -1
32 | CC(C)CC(=O)NC(=S)Nc1ccccc1N1CCCC1 | 6 | -3 | -2.7 | 12 | -24 | 4 | -3 | 23 | 6 | 13
33 | COc1ccc(S(=O)(=O)CCc2nnc(NC(C)=O)s2)cc1 | 6 | 1 | -0.3 | 42 | -19 | 4 | 2 | -39 | -1 | 17
34 | CCOC(=O)C1CCCN(C(=O)c2cc(S(=O)(=O)Nc3ccccc3OC)ccc2C)C1 (stereo unspecified) | -1 | -17 | -0.1 | 16 | -9 | -2 | 0 | 6 | -3 | -4
35 | CN(C)c1ccc(CN(Cc2ccco2)C(=O)c2ccco2)cc1 | 3 | -2 | . | 46 | -20 | -5 | -2 | -7 | -9 | 14
36 | Cc1ccc(-c2nc(SC(C)C(=O)N3CCOCC3)n[nH]2)cc1 (stereo unspecified) | 1 | 61* | -0.5 | 6 | -32 | -2 | 2 | 5 | 0 | 5
37 | CCC1CN(C(=O)N2CCC(C(=O)NCc3ccc(OC)cc3OC)CC2)c2ccccc2O1 (stereo unspecified) | -5 | -3 | -0.4 | 7 | 9 | -4 | 4 | 17 | -4 | 3
38 | CCc1noc(C)c1C(=O)Nc1nc2c(C)cccc2s1 | . | -1 | 0.6 | 6 | . | 0 | 2 | -24 | . | 13
39 | Cc1ccc(S(=O)(=O)/N=C2\CN(C)C(=O)N2C)cc1 | 1 | -5 | 0.0 | 21 | 0 | -5 | 6 | -2 | 2 | 0
40 | COc1cc(C(=O)OCC(=O)NC2CCCC2)cc(OC)c1OC | 1 | 4 | 0.7 | 5 | -45 | 1 | 4 | 14 | -1 | 11
41 | c1ccc(-c2nc(N3CCOCC3)sc2-c2ccccc2)cc1 | 5 | -12 | -0.5 | 6 | 10 | -4 | -2 | 4 | 6 | -12
42 | Cc1cc(C)nc(NNS(=O)(=O)c2ccc(F)c(Cl)c2)n1 | . | -7 | 1.6 | 1 | . | 11 | -3 | 0 | . | 22
43 | COc1cccc(C(=O)N(Cc2cccs2)C2CCS(=O)(=O)C2)c1 (stereo unspecified) | -1 | -3 | -0.5 | 18 | -8 | -5 | 0 | 14 | -1 | 3
44 | COc1ccc(NC(=O)CC2C(=O)N(C)C(=S)N2CCc2ccccc2F)cc1 (stereo unspecified) | 0 | 9 | 0.6 | 3 | -17 | 16 | 0 | 6 | 4 | -9
45 | CCN1CCc2nc(NC(=O)C(c3ccccc3)c3ccccc3)sc2C1 | 3 | -2 | -0.1 | 25 | -41 | -5 | 2 | 14 | 3 | 1
46 | C=CCC1(C)C(=O)N(c2ccccc2)c2ccccc21 (stereo unspecified) | -3 | -4 | -0.1 | 8 | -1 | -5 | -5 | 19 | -1 | 18
47 | COc1ccc(-c2cc(=O)oc3cc(OCc4nn[nH]n4)ccc23)cc1 | -3 | 7 | 0.1 | 26 | -25 | 9 | 3 | 13 | 0 | -2
48 | Nc1ccc(-c2cc(-c3cccc(N)c3)nc(-c3ccccc3)n2)cc1 | -2 | 3 | -0.2 | 11 | -9 | 6 | -10 | 31 | 2 | 23
49 | C=CCNc1sc(C(=O)c2ccccc2)c(N)c1C#N | -7 | 15 | -0.4 | 7 | -2 | -7 | 3 | ? | -4 | -13
50 | CCOc1ccc(NC(=O)CCN2CCN(c3ccccc3F)CC2)cc1 | 4 | -2 | 0.8 | 34 | -12 | 2 | -2 | 4 | 3 | -3
51 | COc1cc(C2NC(=O)NC(c3ccccc3)=C2C(C)=O)c(Cl)cc1OCC(=O)O (stereo unspecified) | -2 | -3 | 0.4 | 7 | -7 | -5 | 4 | 16 | 0 | 5
52 | CCNC(=O)C(=O)Nc1ccc([N+](=O)[O-])cc1 | 3 | -3 | 0.4 | 13 | -31 | 9 | -4 | 4 | 1 | -6
53 | CCc1c(O)cc2n(c1=O)-c1ccc(Cl)cc1C2(C)C | 3 | 13 | -0.9 | 51 | -41 | 4 | 1 | 19 | -3 | -2
54 | C=CCN1C(=O)C(Cc2ccc(OC)cc2)SC1=Nc1ccc(C(=O)O)cc1 (stereo unspecified) | -3 | 2 | -0.8 | 10 | -22 | 20 | -3 | 27 | 11 | 26
55 | CCCCOc1ccc(NC(=O)Cn2c(=O)ccc3c(C)cc(C)nc32)cc1 | 1 | -9 | -53 | 9 | -13 | 0 | -9 | -6 | -1 | 34
56 | COc1cccc(C(=O)Nc2ccc3c(C)cc(=O)oc3c2)c1 | -1 | 13 | 1.2 | -36 | -207 | 62 | -2 | -50 | 6 | 108*
57 | O=C(OC1CCc2ccccc2C1=O)c1ccccc1O (stereo unspecified) | 3 | . | . | . | -46 | . | 3 | . | 1 | .
58 | CC(C)N1CCN(C2CSCCSC2)CC1CCO (stereo unspecified) | -4 | 3 | 0.2 | 11 | -13 | -11 | . | 18 | -1 | -9
